HT1080-NT tox: kills 2HG-producing HT-1080-NT fibrosarcoma cells. HT-1080-NT fibrosarcoma viability, CellTiter-Glo ATP luminescence, 48 h. Potency, µM (highest dose often 46.1 µM), for the others: at the highest dose activity, negative = less viability, actives largely listed as cytotoxic. 360,000 tested, 1.6% active;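 note: NT is the 2HG producing partner of a matched IDH1 knockdown line; potency is the fitted concentration of half-maximal effect; 0% = DMSO-treated cells and -100% = media-only wells without cells; nearly all actives have a fitted effect of over 55% in size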
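Viability of the 2HG-overproducing fibrosarcoma line after 48 hours of compound exposure at 37 degrees C was determined by luminescence with CellTiter-Glo, and concentration-effect curves were then fitted and categorized.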
WRN helicase inh: blocks human WRN helicase | Q14191 | WRN helicase unwinding, fluorescent forked duplex, kinetic | AID 651768 | Potency, µM (series often up to 114 µM), without a hit: at the highest dose activity change, negative = inhibition, actives largely listed as inhibitors | 360,000 tested, 0.46% active; note: potency is the fitted concentration of half-maximal effect; % is set by controls: 0 for no effect and ±100 for the full control effect; nearly all actives have a fitted effect of over 55% in size
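Screening of the MLSMR collection measured strand separation of a quenched forked DNA duplex (100 nM) by 20 nM WRN with 2 mM ATP, all final. Compounds were preincubated with enzyme 15 min at room temperature.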
MCF10A rerep: inducers of DNA re-replication in MCF 10A breast cells | MCF 10A DNA re-replication, Hoechst nuclear intensity, 48 h | Potency, µM (highest dose often 46.1 µM), without a hit: at the highest dose activity, positive = re-replication, most hits filed as activators | 350,000 tested, 2.9% active; note: potency is the fitted concentration of half-maximal effect; % of control where 0% means no effect; nearly all actives have a fitted effect of over 50% in size
IL1B secr inh: inflammasome signaling inhibition, IL-1 beta readout. THP-1 LPS/ATP IL-1B secretion, AlphaLISA, 16 h; stronger effect = lower value. activity change, % at 57.5 µM. 360,000 tested, 4.7% active; in the data active = activity change below about -50%; inconclusive = mostly about -30% to -49%; note: % is set by controls: 0 for no effect and ±100 for the full control effect
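Secreted IL-1B measured by AlphaLISA bead assay after 16 h compound exposure of THP-1 cells; compounds (final up to 57.5 uM) added 1 h before LPS (250 ng/mL) and ATP (1.25 mM) stimulation; lower signal means less secretion.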
ATXN2 expr inh: ATXN2 expression inhibition; HEK-293 ATXN2-luciferase reporter, luminescence, 24 h; Potency, µM (doses to about 57 µM), for the others: at the highest dose activity change, negative = inhibition, hits mostly inhibitors; 360,000 tested, 0.72% active; note: potency is the fitted concentration of half-maximal effect; % is set by controls: 0 for no effect and ±100 for the full control effect; nearly all actives have a fitted effect of over 55% in size
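ATXN2-luciferase reporter cells (luciferase flanked by upstream and downstream ATXN2 gene portions) were treated 24 h at 37 °C with compounds at up to 57 uM. SteadyGlo luminescence gave expression; GF-AFC fluorescence gave viability.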
HT1080 IDH1KD tx: HT-1080 IDH1 knockdown cell toxicity (counter line). HT-1080 IDH1 knockdown viability, ATP luminescence, 48 h. Potency, µM (top dose mostly 46.1 µM), inactives show at the highest dose activity, negative = toxicity, hits mostly cytotoxic. 360,000 tested, 2% active. AID 686971;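 note: potency is the fitted concentration of half-maximal effect; 0% = DMSO wells and -100% = cell-free medium wells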
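Cytotoxicity counter-line: IDH1KD HT-1080, 48 h, CellTiter-Glo. Curves classed by r2, magnitude and activity.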
KB-V1 cytotox: KB-V1 MDR subline cytotoxicity | KB-V1 MDR cells viability, CellTiter-Glo, 72 h | Potency, µM (highest dose often 46.1 µM), inactives show at the highest dose activity change, negative = cytotoxicity, usual class: cytotoxic | 400,000 tested, 3.4% active | AID 1347076; note: potency is the fitted concentration of half-maximal effect; % is set by controls: 0 for no effect and ±100 for the full control effect; nearly all actives have a fitted effect of over 60% in size
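Cytotoxicity toward P-gp-expressing KB-V1 cells was determined as loss of CellTiter-Glo luminescence after 72 h at 37 degrees C. Compounds were tested in quantitative HTS format across a concentration range, with curves fitted to normalized data.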
SW480 rereplic: DNA re-replication induction in SW480 cells; SW480 DNA re-replication, Hoechst DNA content imaging, 48 h; Potency, µM (doses to about 46.1 µM), for inactives: top-dose re-replication activation, usual class: activators; 340,000 tested, 1.8% active; AID 624297; note: potency is the fitted concentration of half-maximal effect; % of control where 0% means no effect; nearly all actives have a fitted effect of over 55% in size
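SW480 cells exposed to compounds for 48 hr at 37 C, 5% CO2, then Hoechst-stained 40 min. Nuclear DNA content imaged by fluorescence scanning (405 nm excitation, 500-530 nm emission); re-replication scored as increased high-intensity nuclei.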
KB-3-1 cytotox: kills parental KB-3-1 adenocarcinoma cells. KB-3-1 viability, CellTiter-Glo ATP luminescence, 72 h. Potency, µM (top dose mostly 46.1 µM), for inactives: top-dose activity change, negative = cytotoxic, actives largely listed as cytotoxic. 400,000 tested, 1.4% active; note: potency is the fitted concentration of half-maximal effect; % is set by controls: 0 for no effect and ±100 for the full control effect; nearly all actives have a fitted effect of over 60% in size
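Using CellTiter-Glo luminescence, growth of non-resistant KB-3-1 adenocarcinoma cells is assessed 72 h after pin-tool compound addition at 37 °C. Normalized responses across the concentration series yield fitted curves.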
An asterisk follows results filed as active; u = inconclusive; x = not tested or not shown; [ ] = another dose, or the depositor's remark. Unless noted, calls come from the whole dose curve; as a rule, active = well fitted curve in the direction sought with a large enough effect; inconclusive = small, poorly fitted or top-dose-only effect, or another doubt; inactive = no such curve, though single readings can be large; an effect the other way counts as inactive or inconclusive.

Short keys: A = HT1080-NT tox; B = WRN helicase inh; C = MCF10A rerep; D = IL1B secr inh; E = ATXN2 expr inh; F = HT1080 IDH1KD tx; G = KB-V1 cytotox; H = SW480 rereplic; I = KB-3-1 cytotox
O=C(O)c1cc(S(=O)(=O)NC2CCCc3ccccc32)ccc1O (stereo not drawn)
  A: 19%	B: -21%	C: -4%	D: 11	E: 0%	F: 11%	G: 2%	H: 8%	I: 14%

Cc1nc(C(=O)Nc2ccc(F)cc2)nn1-c1ccc([N+](=O)[O-])cc1
  A: 17%	B: 2%	C: 0%	D: u	E: -9%	F: 2%	G: 10%	H: -21%	I: -1%

O=C(OCc1csc(-c2ccccc2)n1)C1=NN(c2ccccc2)C(=O)CC1
  A: 0%	B: 0%	C: -4%	D: 22	E: x	F: 0%	G: 13%	H: -1%	I: 0%

CCOC(=O)N1CCC(NC(=O)CS(=O)(=O)Cc2nc(-c3cccc(Cl)c3)oc2C)CC1
  A: 0%	B: 1%	C: 10%	D: 7	E: -18%	F: 5%	G: 3%	H: u	I: -1%

COc1ccc(N2CCN(C3CCCN(C(=O)CSC)C3)CC2)cc1 (stereo not drawn)
  A: 5%	B: 5%	C: -6%	D: 58	E: 7%	F: 7%	G: -6%	H: -19%	I: -20%

Clc1ccccc1OCc1nn[nH]n1
  A: -1%	B: 4%	C: -4%	D: 1	E: 1%	F: -1%	G: 38%	H: -17%	I: 1%

CN(C)N1C(N)=C(C#N)C(c2cccs2)C2=C1CCCC2=O (stereo not drawn)
  A: -3%	B: 7%[57.1 µM]	C: 17%	D: -9	E: -14%	F: 0%	G: -1%	H: -4%	I: -10%

O=c1cc(CN2CCN(Cc3ccccc3)CC2)c2ccc(O)c(O)c2o1
  A: u	B: u	C: -15%	D: 83	E: -33%	F: u	G: u	H: 12%	I: 0%

COc1ccc(CC(=O)NC(C)c2nnc(SCC(=O)c3ccc(OC)cc3)n2C)cc1 (stereo not drawn)
  A: 1%	B: 1%	C: -6%	D: 19	E: -3%	F: -1%	G: -19%	H: 1%	I: 17%

CN(C)S(=O)(=O)Oc1cccc(C(=O)Nc2cccc(Cl)c2)c1
  A: -17%	B: -7%	C: 3%	D: -56*	E: 48%[activator]	F: u	G: u	H: -1%	I: -19%

COC(=O)c1ccc(Oc2nc(Nc3ccc(F)cc3)nc(N3CCCC3)n2)cc1
  A: -2%	B: 2%	C: 2%	D: -60*	E: -25%	F: -3%	G: -16%	H: -6%[9.22 µM]	I: -5%

Cc1nnc(SCC(=O)NCC2COc3ccccc3O2)s1 (stereo not drawn)
  A: 5%	B: -1%	C: -2%	D: 12	E: -5%	F: 4%	G: 14%	H: -6%	I: 18%

Cc1nn(C)cc1S(=O)(=O)N1CCN(Cc2ccccc2Cl)CC1
  A: -1%	B: -2%	C: -49%[inhibitor]	D: 27	E: -28%	F: -6%	G: -16%	H: -94%[inhibitor]	I: 1%

O=S(=O)(NC1=NCCC1)c1cccc(NS(=O)(=O)c2ccc(OC(F)(F)F)cc2)c1
  A: 5%	B: -1%	C: 7%	D: 2	E: 2%	F: 1%	G: -18%	H: -78%[inhibitor]	I: -3%

C=CCNC(=S)NNC(=O)c1ccc(OCC(C)C)cc1
  A: u	B: -6%	C: -2%	D: -15	E: -3%	F: -25%	G: -4%	H: 18µM*	I: 4%

Cc1c(OCC(=O)NCCN2CCOCC2)ccc2c3c(c(=O)oc12)CCC3
  A: 6%	B: -2%	C: 8%	D: -19	E: -2%	F: 4%	G: -1%	H: -7%	I: 12%

O=C(c1ccc(Cn2cc([N+](=O)[O-])cn2)o1)N1CCCC1
  A: 12%	B: -5%	C: 0%	D: 14	E: 1%	F: 14%	G: -1%	H: -3%	I: 12%

CCOc1cc(C2NC(=O)NC(c3ccccc3)=C2C(C)=O)ccc1OC(C)=O (stereo not drawn)
  A: 11%	B: 12%	C: 4%	D: 2	E: x	F: 0%	G: 6%	H: -4%	I: 4%

CCc1cc(-c2[nH]ncc2-c2ccc3c(c2)OCO3)c(O)cc1O
  A: u	B: -15%	C: -14%	D: -89*	E: 11µM*	F: u	G: 9.2µM*	H: 9%	I: -3%

COc1ccc(OC)c(C(c2nnnn2C2CCCC2)N2CCN(c3ccccc3F)CC2)c1 (stereo not drawn)
  A: -1%	B: -12%	C: 5%	D: -14	E: 2%	F: 0%	G: -18%	H: 9%	I: -7%

Cc1ccc(CCNC(=O)C2CC(c3ccc(C(F)(F)F)cc3)=NO2)cc1 (stereo not drawn)
  A: 18%	B: 2%	C: 10%	D: 6	E: 2%	F: 21%	G: -13%	H: 0%	I: 17%

CC(C)c1onc(C(=O)N(C)Cc2ccccc2)c1[N+](=O)[O-]
  A: -9%	B: 11%	C: -4%	D: -2	E: 0%	F: 6%	G: 14%	H: -3%	I: 6%

O=C(CC12CC3CC(CC(C3)C1)C2)Nc1ccccc1N1CCOCC1
  A: -2%	B: -3%	C: u	D: -5	E: 1%	F: -8%	G: 0%	H: -1%	I: -5%

OC(CNC1CCCC1)COCCOc1ccc(Br)cc1 (stereo not drawn)
  A: -16%	B: -6%	C: -4%	D: -66*	E: -35%	F: -19%	G: u	H: u	I: -23%

Cc1csc(NC(=O)c2cc(=O)[nH]c3ccccc23)n1
  A: 2%	B: 0%	C: 1%	D: 7	E: x	F: 4%	G: 12%	H: 26%	I: 6%

CC(=O)NNc1nc(-c2ccccc2)cs1
  A: 0%	B: -1%	C: 24%	D: 42	E: -6%	F: -2%	G: 2%	H: 11%	I: 4%

NC(=O)C1CC(=O)N(c2ccc(OCc3ccccc3Cl)cc2)C1 (stereo not drawn)
  A: 7%	B: 7%	C: -5%	D: 25	E: 14%	F: 7%	G: -9%	H: -7%	I: 6%

CCOc1cc(C(=O)N2CCN(c3ccccc3)CC2)cc(OCC)c1OCC
  A: 4%	B: 8%	C: -1%	D: -17	E: -5%	F: 12%	G: -3%	H: -4%[9.22 µM]	I: -4%

COc1cc2c(cc1OC)CN(c1ccc(C(N)=O)cc1[N+](=O)[O-])CC2
  A: -19%	B: -7%[57.1 µM]	C: u	D: u	E: -4%	F: -14%	G: 0%	H: -6%	I: -4%

c1csc(-c2nnc(NC3CCCCC3)c3ccccc23)c1
  A: 4%	B: -20%	C: u	D: -92*	E: -3%	F: -2%	G: u	H: -2%	I: -2%

Reprinted from the part before: 5 compounds; new compounds follow.
Short keys: A = HT1080-NT tox; B = WRN helicase inh; C = MCF10A rerep; D = IL1B secr inh; E = ATXN2 expr inh; F = HT1080 IDH1KD tx; G = KB-V1 cytotox; H = SW480 rereplic; I = KB-3-1 cytotox
CC(=O)NNc1nc(-c2ccccc2)cs1
  A: 0%	B: -1%	C: 24%	D: 42	E: -6%	F: -2%	G: 2%	H: 11%	I: 4%

NC(=O)C1CC(=O)N(c2ccc(OCc3ccccc3Cl)cc2)C1 (stereo not drawn)
  A: 7%	B: 7%	C: -5%	D: 25	E: 14%	F: 7%	G: -9%	H: -7%	I: 6%

CCOc1cc(C(=O)N2CCN(c3ccccc3)CC2)cc(OCC)c1OCC
  A: 4%	B: 8%	C: -1%	D: -17	E: -5%	F: 12%	G: -3%	H: -4%[9.22 µM]	I: -4%

COc1cc2c(cc1OC)CN(c1ccc(C(N)=O)cc1[N+](=O)[O-])CC2
  A: -19%	B: -7%[57.1 µM]	C: u	D: u	E: -4%	F: -14%	G: 0%	H: -6%	I: -4%

c1csc(-c2nnc(NC3CCCCC3)c3ccccc23)c1
  A: 4%	B: -20%	C: u	D: -92*	E: -3%	F: -2%	G: u	H: -2%	I: -2%

Cc1cc(C(=O)COC(=O)c2ccc(O)cc2)c(C)n1CCc1ccc(F)cc1
  A: -1%	B: -11%	C: 3%	D: 13	E: 22%	F: -18%	G: u	H: -1%	I: -29%

CCOC(=O)N1CCC(N2C(=O)c3ccccc3C2Nc2ccccc2C)CC1 (stereo not drawn)
  A: 8%	B: -3%	C: 1%	D: 1	E: -24%	F: 7%	G: 12%	H: -2%	I: 1%

Cc1cc(C)c(S(=O)(=O)NC2CC2)c(C)c1
  A: -2%	B: -26%	C: 0%	D: 9	E: 1%	F: 12%	G: 0%	H: u	I: 20%

CC(=O)Nc1ccc(NC(=O)CSc2nnc(C)c(=O)n2N)cc1
  A: 15%	B: 10%	C: -4%	D: 2	E: 3%	F: 13%	G: 28%	H: 0%	I: 5%

Cc1[nH]n(-c2ccccc2)c(=O)c1/C=N/NC(=O)c1ccccc1F
  A: u	B: -3%	C: u	D: 27	E: u	F: u	G: -6%	H: 2.3µM*	I: u

CC1Sc2ccc(S(=O)(=O)CCC(=O)N3CCN(c4ccccc4)CC3)cc2NC1=O (stereo not drawn)
  A: -1%	B: 0%	C: 6%	D: 2	E: -21%	F: -21%	G: 4%	H: -9%	I: -9%

CC(=O)Nc1ccc(C(=O)NNC(=O)c2ccccc2-n2cccc2)cc1
  A: 2%	B: -8%	C: 2%	D: 2	E: x	F: 4%	G: 3%	H: -1%	I: 2%

COc1cc(N2CCCC2)c(OC)cc1C=O
  A: -10%	B: -3%	C: 0%	D: -26	E: x	F: -17%	G: -12%	H: 8%	I: 2%

O=S(=O)(Cc1ccccc1)N1CCc2ccccc2C1
  A: -2%	B: -10%	C: -1%	D: -5	E: 3%	F: 8%	G: 0%	H: -5%	I: 1%

CCOC(=O)c1cc(NC(=O)c2cccnc2)ccn1
  A: 0%	B: -4%	C: 2%	D: 17	E: -16%	F: 3%	G: 0%	H: -7%	I: -2%

COc1cccc(NC(=O)N2CCCC2C(=O)Nc2ccc3c(c2)OCCO3)c1 (stereo not drawn)
  A: 1%	B: 2%	C: -3%	D: 10	E: x	F: 8%	G: 0%	H: u	I: 0%

Screening data deposited in PubChem BioAssay by National Center for Advancing Translational Sciences (NCATS).
